ATXN viability: Viability Counterscreen for Primary qHTS for Inhibitors of ATXN expression | S2 cells (HEK-293 line with an ATXN2-luciferase reporter) viability, CellTiter-Fluor protease fluorescence, 24 h | Potency, µM (doses to about 56.7 µM), hits mostly cytotoxic | 400,000 compounds, 0.49% hits | AID 651635, 2014; also: potency is read from the fitted curve at half-maximal effect; nearly all actives have a fitted effect of over 40% in size
HT1080NT lethal: qHTS for induction of synthetic lethality in tumor cells producing 2HG: qHTS for the HT-1080-NT fibrosarcoma cell line. HT-1080-NT fibrosarcoma viability, CellTiter-Glo ATP luminescence, 48 h. Potency, µM (doses to about 46.1 µM), inactives show at the top dose activity, negative = less viability, actives largely listed as cytotoxic. 360,000 compounds, 1.6% hits. AID 686970, 2013;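 also: NT is the 2HG producing partner of a matched IDH1 knockdown line; potency is read from the fitted curve at half-maximal effect; 0% = DMSO-treated cells and -100% = media-only wells without cells; nearly all actives have a fitted effect of over 55% in size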
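Compounds were tested in concentration-response format on HT-1080-NT cells for 48 hours at 37 degrees C. Cell viability came from CellTiter-Glo luminescence; curves were classified by r2, response magnitude and activity.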
IL1B secr inh: qHTS for Inhibitors of Inflammasome Signaling: IL-1-beta AlphaLISA Primary Screen; 360,000 compounds, 4.7% hits; THP-1 LPS/ATP IL-1B secretion, AlphaLISA, 16 h; active compounds read low; AID 743279, 2014; activity change, % at 57.5 µM; in the data active = activity change below about -50%; inconclusive = mostly about -30% to -49%; also: % is scaled to controls: 0 for no effect and ±100 for the full control effect
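THP-1 cells pretreated 1 hr with compounds (up to 57.5 uM final), then stimulated with LPS (250 ng/mL final) plus ATP (1.25 mM final); secreted IL-1B measured by AlphaLISA after 16 hr, decreased signal indicating inhibition.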
HepG2 tox: qHTS for Inhibitors of TGF-b: Cytotox Counterscreen | HepG2 CAGA-GFP viability, ATP luminescence, 18 h | Potency, µM (titrated, usually from 46.1 µM), without a hit: top-dose activity change, negative = cytotoxicity, most hits filed as cytotoxic | 410,000 compounds, 0.76% hits; also: potency is read from the fitted curve at half-maximal effect; some results filed as inactive show a strong effect at the top dose
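CellTiter-Glo luminescence gave cytotoxicity after 18 hours at 37 degrees C. The cells were HepG2 CAGA-GFP in 1% FBS DMEM, stimulated with 500 pg/mL TGF-beta after compound addition. %Activity was normalised to no-cell wells (complete cell-killing) and DMSO (no toxicity), and curves were fitted and classified.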
KB-3-1 cytotox: qHTS assay for MDR1-selective chemotherapeutics: Primary screen using the parental adenocarcinoma cell KB-3-1 | KB-3-1 viability, CellTiter-Glo ATP luminescence, 72 h | Potency, µM (top dose mostly 46.1 µM), for inactives: top-dose activity change, negative = cytotoxic, actives largely listed as cytotoxic | 400,000 compounds, 1.4% hits | AID 1347075, 2019; also: potency is read from the fitted curve at half-maximal effect; % is scaled to controls: 0 for no effect and ±100 for the full control effect; nearly all actives have a fitted effect of over 60% in size
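Cytotoxicity measured as CellTiter-Glo luminescence after 72 h at 37 C. Compound titrations were pinned onto drug-naive KB-3-1 parental adenocarcinoma cells grown in DMEM with 10% FBS, and normalized data fitted to concentration-response curves.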
HT1080 IDH1KD tx: qHTS for induction of synthetic lethality in tumor cells producing 2HG: qHTS for the HT-1080-IDH1KD cell line. HT-1080 IDH1 knockdown viability, ATP luminescence, 48 h. 360,000 compounds, 2% hits. Potency, µM (titrated, usually from 46.1 µM), for inactives: at the highest dose activity, negative = toxicity, actives largely listed as cytotoxic;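 also: potency is read from the fitted curve at half-maximal effect; 0% = DMSO wells and -100% = cell-free medium wells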
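HT-1080-IDH1KD cells (IDH1 knocked down), 750/well in RPMI with 5% FBS, treated with compound 48 h at 37 degrees C. Viability by CellTiter-Glo luminescence, normalised to DMSO and no-cell wells; concentration-response curves classed.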
MCF10A rereplic: A quantitative high throughput screen for small molecules that induce DNA re-replication in MCF 10a normal breast cells | MCF 10A DNA re-replication, Hoechst nuclear intensity, 48 h | Potency, µM (doses to about 46.1 µM), for inactives: at the top dose activity, positive = re-replication, actives largely listed as activators | 350,000 compounds, 2.9% hits | AID 624296, 2012; also: potency is read from the fitted curve at half-maximal effect; % of control where 0% means no effect; nearly all actives have a fitted effect of over 50% in size
ATXN2 expr inh: Primary qHTS for Inhibitors of ATXN expression; HEK-293 ATXN2-luciferase reporter, luminescence, 24 h; Potency, µM (top dose mostly 57 µM), for inactives: top-dose activity change, negative = inhibition, hits mostly inhibitors; 360,000 compounds, 0.72% hits; also: potency is read from the fitted curve at half-maximal effect; % is scaled to controls: 0 for no effect and ±100 for the full control effect; nearly all actives have a fitted effect of over 55% in size
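ATXN2-luciferase reporter cells (luciferase flanked by upstream and downstream ATXN2 gene portions) were treated 24 h at 37 °C with compounds at up to 57 uM. SteadyGlo luminescence gave expression; GF-AFC fluorescence gave viability.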
SW480 rerep: A quantitative high throughput screen for small molecules that induce DNA re-replication in SW480 colon adenocarcinoma cells. 340,000 compounds, 1.8% hits. AID 624297, 2012. SW480 DNA re-replication, Hoechst DNA content imaging, 48 h. Potency, µM (top dose mostly 46.1 µM), without a hit: top-dose re-replication activation, hits mostly activators; also: potency is read from the fitted curve at half-maximal effect; % of control where 0% means no effect; nearly all actives have a fitted effect of over 55% in size
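First, 250 cells per well were seeded. Next, compound or vehicle (23 nL) was pinned in, plates sat 48 hr at 37 C. Finally Hoechst was added for 40 min before fluorescence scanning.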
* = called active by the depositor; i = inactive; ? = inconclusive; / = not tested or not shown; & = joins results of further samples; [ ] = remark or other dose. Unless noted, calls follow the shape of the dose curve; as a rule, active = well fitted curve in the direction sought with a large enough effect; inconclusive = small, poorly fitted or top-dose-only effect, or another doubt; inactive = no such curve, though single readings can be large; an effect the other way counts as inactive or inconclusive. Hits appear at their usual frequency; overall some 8.9% were active at least once.

Values run as follows: ATXN viability | HT1080NT lethal | IL1B secr inh | HepG2 tox | KB-3-1 cytotox | HT1080 IDH1KD tx | MCF10A rereplic | ATXN2 expr inh | SW480 rerep
- O=C(NCCC1CCCCN1S(=O)(=O)c1ccc(F)cc1)C(=O)NCc1ccccn1 (stereo unspecified)
    ? | 5% | 6 | -1% | 2% | 5% | 6% | -4% | 0%
- Cc1ccc(CN2CCCN(Cc3cc(C)ccc3C)S2(=O)=O)cc1
    i | 1% | 14 | -22% | -6% | -13% | -4% | -10% | -10%
- CCCCN(C)CCNC(=O)Cn1c(=O)sc2ccccc21
    i | 10% | 5 | 20% | -6% | 1% | -1% | 2% | 3%
- N#Cc1cc(Oc2ccc3ccccc3c2)c(-n2nnc3ccccc32)cc1C#N
    ? | 2% | -11 | -55% | 0% | 0% | -5% | -13% | -1%
- Cn1c(SCC(=O)Nc2ccccc2Br)nnc1-c1cnccn1
    i | 5% | -29 | 10% | 25% | 9% | 4% | 18% | -12%
- COc1ccc2oc(C(=O)OCC(=O)Nc3cc(S(=O)(=O)N4CCOCC4)ccc3C)c(C)c2c1
    i | 12% | 6 | -29% | 2% | 5% | -1% | 4% | -56%
- O=C(NCc1ccccc1)C1Cc2c(-c3ccc(Cl)cc3)ccnc2O1 (stereo unspecified)
    i | ? | 53 | 15% | 5.8µM* | 0.73µM* | / | 1% | /
- O=C(NC(=S)N1CCCCC1c1cccnc1)c1ccc(F)cc1 (stereo unspecified)
    ? | 4% | -3 | 3% | 20% | 9% | -1% | 3% | -17%
- Cc1ccc(NC(=O)c2cc(CN3CCOCC3)on2)cc1Cl
    i | / | / | -32% | -2% | / | / | 17% | /
- Cc1cc(C(=O)N(C)CC(=O)Nc2ccc(Cl)c(C(F)(F)F)c2)no1
    i | -3% | -10 | -16% | 0% | -5% | 9% | -11% | 0%
- CN1C(C(=O)NCc2ccc(OC(F)(F)F)cc2)CC2Cn3c(nc4cc(Cl)c(Cl)cc43)C21 (stereo unspecified)
    ? | 4% | -8 | -8% | -1% | 4% | ? | -10% | -32%[inhibitor][9.22 µM]
- O=S(=O)(NCc1ccccc1)c1ccc(NC(=S)NCc2ccco2)cc1
    i | -7% | 23 | 11µM* | -14% | -10% | -2% | / | -3%
- O=C(CN1C(=O)NC2(CCc3ccccc3C2)C1=O)NCC(F)(F)F (stereo unspecified)
    i | -1% | -5 | -23% | 2% | -6% | 6% | -18% | -4%
- Cc1ccc(-c2csc3ncn(/N=C/N(C)C)c(=O)c23)o1
    i | 7% | 12 | 5% | -1% | 8% | 4% | 5% | -7%
- CN(C(=O)CSc1nnc(-c2cccnc2)o1)C1CCCCC1
    i | 6% | -7 | -4% | -2% | 0% | -2% | 4% | -8%
- C=C(C)COc1ccc(-c2nc(N)ncc2-c2ccccc2OC)c(O)c1
    i | ? | -26 | -78% | ? | ? | ? | -3% | ?
- O=C(N/N=C/c1ccccn1)c1sc2ccccc2c1Cl
    ? | -12% | 202 | -28% | ? | ? | ? | / | ?
- Cc1cccc(C)c1C(=NCCN(C)C)c1ccccc1
    i | -6% | 5 | -21% | 3% | -8% | 2% | 0% | -14%
- O=c1c2cnn(-c3ccccc3)c2nnn1/N=C/c1cccnc1
    i | 11% | 41 | -3% | -3% | 4% | 0% | -7% | 3%
- CC1CCN(S(=O)(=O)c2cc3c4c(c2)C(C)C(=O)N4CCC3)CC1 (stereo unspecified)
    i | 2% | 10 | 5%&-3% | 2%&1% | 3% | 0% | 7% | 26%
- COc1ccc2c(Sc3ccccc3)c(C(=O)NCCN(C)C)[nH]c2c1
    i | / | / | -29% | ? | / | / | -20% | /
- CCCCc1cc(=O)oc2cc(C)cc(OCC(=O)O)c12
    i | -16% | 8 | 0% | -6% | -8% | 8% | 4% | 0%
- COc1ncnc(NS(=O)(=O)c2ccc(N)cc2)c1OC
    i | 6% | 1 | -4% | 0% | 6% | -20%&1% | 2%&8%&12% | -123%&-2%[inhibitor]
- Cc1ccc(F)c(S(=O)(=O)NC(=O)C2(C)CCN2C(=O)CCc2ccccc2)c1 (stereo unspecified)
    i | -5% | 13 | -1% | 0% | -4% | / | -3% | /
- COCCNC(=O)CSc1nc2cc3c(cc2c(=O)n1CCCC(=O)NCCc1ccc(OC)c(OC)c1)OCO3
    i | 7% | -3 | -2%&1% | ? | 16% | -1% | -18% | -10%
- CCOC(=O)CNC(=O)COc1coc(CN2CCN(c3ccc(F)cc3)CC2)cc1=O
    i | -2% | 0 | 6% | 2% | 5% | 8% | / | -8%
- Cc1cc(O)ccc1-c1cccc2nccn12
    i | 10% | 10 | -4% | 0% | -1% | / | 8% | /
- COc1ccc(S(=O)(=O)Nc2cccc3c2O[C@H](CN(C)Cc2ccc(Cl)c(Cl)c2)[C@@H](C)CN([C@H](C)CO)C3=O)cc1
    ? | -28% | -56* | -5% | -10% | ? | ? | ? | ?
- CCCc1noc(-c2cccc([N+](=O)[O-])c2)n1
    i | 16% | -1 | 8% | -4% | 21% | -2% | 14% | -1%
- COC(=O)C1=C(O)CSC1=Nc1ccc(C)cc1
    i | 16% | -2 | -8% | -12% | ? | -5% | 11% | -13%

Later entries.
Values run as follows: ATXN viability | HT1080NT lethal | IL1B secr inh | HepG2 tox | KB-3-1 cytotox | HT1080 IDH1KD tx | MCF10A rereplic | ATXN2 expr inh | SW480 rerep
- O=C(c1ccccc1)C(CN1CCCCC1)c1ccccc1 (stereo unspecified)
    32µM* | 2.6µM* | -102* | -94% | 5.8µM* | 10µM* | 4.1µM* | 20µM* | 1.5µM*
- O=C(COC(=O)c1cc[n+]([O-])cc1)Nc1ccc(SC(F)F)cc1
    i | 2% | -5 | -10% | -1% | 0% | -5% | 12% | ?
- COc1ccsc1NC(=O)OCc1ccc(Cl)cc1
    i | 10% | ? | -2% | 3% | 7% | -2% | / | -9%
- Cc1ccc(CNC(=O)c2cc3c(=O)n(Cc4cccnc4)ccc3nc2C)cc1
    ? | / | / | 3% | ? | / | / | -32% | /
- COC(=O)CN1C(=O)C2(OCCCO2)c2ccccc21
    i | 15%[9.24 µM] | -7 | -15% | 10% | -13% | 0% | 0% | 2%
- N/C(=N\OC(=O)c1ccccc1)C(C(=O)NOC(=O)c1ccccc1)C1CCCCC1 (stereo unspecified)
    ? | ? | ? | -54% | 23µM* | ? | ? | -10% | ?
- Cc1cccc(COc2ccccc2/C=N/Nc2ccc([N+](=O)[O-])cc2)c1
    i | -3% | -8 | -23% | ? | -20% | 10µM* | -7% | ?
- CC(=O)c1ccc(N2Cc3ccccc3C2=NC(=O)c2cccs2)cc1
    ? | -3% | -2 | -26% | -7% | -8% | 14% | 1% | 2%
- O=C(C1CCN(C2CCN(C/C=C/c3ccccc3)CC2)CC1)N1CCOCC1
    i | ? | -29 | -14% | -7% | -7% | ? | -12% | -2%
- O=C(CSc1nc(C(F)(F)F)cc(=O)[nH]1)N1CCCC1
    i | 0% | 9 | 2% | 4% | -1% | -4% | 1% | -4%
- CC(C)CC(NS(=O)(=O)c1ccccc1S(=O)(=O)NC(CC(C)C)C(=O)O)C(=O)O (stereo unspecified)
    i | 8% | 22 | 4% | 22% | 7% | -4% | 2% | -10%
- COCCn1c(SCc2nc3ccccc3s2)nc2ccccc21
    i | ? | 5 | -8% | 6% | 16%[9.24 µM] | -3% | 69%[activator] | 4%
- O=C(O)C1CCC(CNS(=O)(=O)c2ccc(Cl)cc2)CC1 (stereo unspecified)
    i | 6% | 14 | 7% | 4% | 0% | -7% | 3% | -6%
- CCOC1=NN(c2ccccc2)C(=O)/C1=C\N(C)C
    i | 13% | -12 | -7% | 25% | 21% | -6% | 1% | -12%
- O=C1c2cccnc2C(Nc2cccc(F)c2)N1Cc1ccco1 (stereo unspecified)
    i | 7% | 0 | 0% | -19% | 1% | 1% | 8% | -9%
- CNC(=S)Nc1ccc(Br)cc1
    i | 10% | 17 | 8% | 6% | 4% | 7% | 4% | 4%
- O=C(O)c1cn2c3c(ccc(Cl)c3c1=O)OCC2
    i | -4% | 4 | -16% | -6% | -2% | ? | -17% | 15%
- CCCc1nn(-c2cc(Cl)ccc2OC)c2c1C(=O)CCC2
    i | 0% | -6 | -8% | -15% | 1% | 1% | -14% | 1%
- Cc1cc(=O)oc2ccc(OC(C)C(=O)O)cc12 (stereo unspecified)
    i | 21% | 2 | 1% | 15% | 28% | -4% | -5% | -6%
- CCc1ccccc1N1C(=O)CC(Sc2nccc(C)n2)C1=O (stereo unspecified)
    i | 0% | 0 | -9% | 4% | 5% | -2% | / | 1%
- COc1ccc(CC(=O)OCC(=O)NC(=O)Nc2ccccc2F)cc1
    i | 14% | 10 | 19% | -7% | 9% | -1% | -2% | -4%
- Cc1cnc(C(=O)OCC(=O)N2CC(C)CC(C)C2)cn1 (stereo unspecified)
    i | 6% | 0 | 7% | -4% | -1% | 3% | 5% | -20%
- Cc1nc2ccc(C(=O)N/N=C/c3ccccc3O)cc2[nH]1
    i | -21% | 116 | -21% | -16% | ? | ? | -18% | ?
- Cc1ccccc1NC(=O)CCn1c(=O)oc2ccccc21
    i | 16% | -4 | -5% | 1% | 1% | 3% | -16% | -13%
- CC(C)(C)n1nc2c(c1NC(=O)COc1ccc3ccccc3c1)CS(=O)C2 (stereo unspecified)
    i | 5% | -16 | -28% | 3% | -1% | 5% | -1% | 8%
- COc1ccccc1-n1c(SCC(=O)N2CCOCC2)nc2cccnc21
    i | -1% | 4 | -4% | 12% | 7% | 1% | -17% | 0%
